# OX1R antag-1 – antagonists of human orexin 1 receptor; O43613; CHO/OX1R cells, Fluo-8 calcium fluorescence, orexin A; inhibition, % at 5 µM; 0.43% of 330,000 active; AID 434989;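 active means inhibition above its plate's threshold, mean inhibition of all tested compounds on the plate plus 3 SD, cut at about 37% in these data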;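 further: 0% = orexin A challenge wells and 100% = SB-334867-A antagonist wells; not every result past the cut was called active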
# Target sequence (O43613 whole entry, looked up): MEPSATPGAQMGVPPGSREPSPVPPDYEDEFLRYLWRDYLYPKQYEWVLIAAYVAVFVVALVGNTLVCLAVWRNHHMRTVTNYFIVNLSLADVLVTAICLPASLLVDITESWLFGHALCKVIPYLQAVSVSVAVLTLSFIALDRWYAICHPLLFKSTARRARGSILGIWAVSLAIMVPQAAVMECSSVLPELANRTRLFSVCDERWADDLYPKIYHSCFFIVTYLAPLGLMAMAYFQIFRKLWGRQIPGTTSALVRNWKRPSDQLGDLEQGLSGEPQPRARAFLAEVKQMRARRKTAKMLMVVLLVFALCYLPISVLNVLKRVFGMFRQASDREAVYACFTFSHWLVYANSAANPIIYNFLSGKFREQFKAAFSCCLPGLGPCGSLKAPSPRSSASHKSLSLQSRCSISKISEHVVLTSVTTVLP
# OX1R antag-2 – OX1R (human) antagonism. inhibition, % at 6.6 µM. AID 485270. 1.8% of 330,000 active. O43613. OX1R-expressing cells, FRET antagonist read-out; in the data active means inhibition mostly above about 38%, no sharp cut-off; inactive means mostly below about 40%;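 further: 0% = agonist challenge alone and 100% = reference antagonist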
# * hit, by the source's call.
OX1R antag-1	OX1R antag-2	SMILES
-4	37	COc1cc(/C=N/NC(=O)c2cc[n+]([O-])cc2)ccc1O
-29	10	O=C(c1ccccc1NS(=O)(=O)c1ccc(Br)s1)N1CCCC1
-23	6	CN(C)C(=O)c1c2c(nc3ccccc13)CCCC2
-32	9	CCOC(=O)c1c(-c2ccccc2)csc1NC(=O)CSc1nncs1
-10	-4	Cc1cc(C)cc(C(=O)NCC(=O)OCN2C(=O)c3ccccc3C2=O)c1
-29	38	CCCCN1C2CCCC1CC(NC(=O)C1CCCCC1)C2 (centres undefined)
-9	2	CC1CCCC(NC(=O)NC(=O)COC(=O)C2=NN(c3ccccc3)C(=O)CC2)C1C (centres undefined)
-10	9	FC(F)(F)c1ccccc1NC(=S)NN1CCOCC1
-37	11	N/C(=N\OC(=O)c1ccc(Cl)cc1[N+](=O)[O-])c1cccnc1
-3	2	CC(C)(C)c1ccc(C(=O)N2CCCC2)s1
-17	8	CSCCC(NS(=O)(=O)c1ccc2c(c1)oc(=O)n2C)C(=O)NCc1ccc(C)cc1 (centres undefined)
-6	6	Cc1ccc(N/N=C(\C#N)C(=N)N2CCCCC2)cc1
-1	0	CN(C)CC(O)CN(c1ccccc1)c1ccccc1 (centres undefined)
-11	21	CC(=O)N1CCC(=O)Nc2ccc([N+](=O)[O-])cc21
-21	3	Cc1ccc(C(c2nnnn2CS(=O)(=O)c2ccc(C)cc2)N2CCC(C)CC2)cc1 (centres undefined)
-14	10	CC(=O)NC1CC2CCCC(C1)N2S(=O)(=O)c1cccc(F)c1 (centres undefined)
5	15	O=C(Nc1ccc(-c2nc3ccccc3o2)cc1)c1cc(-n2cnnc2)ccc1Cl
-22	-3	O=C(CCn1c(SCC(=O)c2ccccc2)nc2ccccc2c1=O)NCc1ccc(F)cc1
-12	0	CCOC(=O)C(=O)Nc1ncc(Cl)s1
-2	21	O=[N+]([O-])c1cccc(/C=N/NS(=O)(=O)c2ccccc2)c1

OX1R antag-1	OX1R antag-2	SMILES
-2	13	COc1ccc(OC(=O)CCc2c[nH]c3ccccc23)cc1
-12	23	Cn1c(CSc2ncccn2)nnc1SCC(=O)N1CCCC1
-16	14	CCn1c(SC)nnc1C1CCCN(CC(=O)Nc2ccccc2N2CCOCC2)C1 (centres undefined)
-24	13	CC(C)CCNC(=O)C1CCN(S(=O)(=O)c2ccc3c(c2)CC(C)N3C(=O)C2CCC2)CC1 (centres undefined)
-33	16	Cc1ccc(C)c(N2CCN(S(=O)(=O)c3c(C)[nH]c(C)c3C(=O)N3CCCCC3)CC2)c1
-16	6	COc1ccc(N2CC(NC(=O)c3ccc4ccccc4c3)CC2=O)cc1OC (centres undefined)
-2	21	COc1ccc(N(CC(=O)NCc2ccccc2OC)S(=O)(=O)c2ccc(C)cc2)cc1Cl
-11	20	Cc1cc(C)cc(OCC(=O)Nc2ccc3c(c2)OCO3)c1
-4	10	NS(=O)(=O)c1ccc(NC(=O)COC(=O)c2cnc(Cl)c(Cl)c2)cc1
-3	6	O=C(CCc1ccccc1)Nc1ccc2c(c1)C(=O)OC2
28	14	CCSc1nc2c(c(=O)n1Cc1ccccc1)SC(C)C2 (centres undefined)
-11	21	Cc1ccc(S(=O)(=O)N2CC(C)N(C(=O)N3CCOCC3)C2C)cc1 (centres undefined)
-8	12	O=C(COC(=O)Cc1c(Cl)cccc1Cl)Nc1ccc(OC(F)(F)F)cc1
-13	12	COc1ccccc1OCCNC(=O)C1CCN(C(C)=O)CC1
-20	-1	CCOP(=O)(OCC)C(Nc1ccccc1)c1cccnc1 (centres undefined)
2	5	O=C(CCl)Nc1cccc(Oc2ccccc2)c1
-17	7	Cc1ccc(-c2sc(C(=O)NN)c(C)c2C#N)cc1
-38	15	Cc1cc(C)c(N=Cc2c(O)n(-c3nccs3)c(=O)c3ccccc23)c(C)c1
-8	15	COc1cccc(C(=O)C2CCCN(Cc3cccn3-c3ccccn3)C2)c1 (centres undefined)
-13	9	CCc1nn(CC(=O)NCCCN(C)C2CCCCC2)c(=O)c2cc3occc3n12

OX1R antag-1	OX1R antag-2	SMILES
0	10	CC1(C)OC2C(CO)OC(n3cnc4c(=S)nc[nH]c43)C2O1 (centres undefined)
6	14	COc1ccc(Cl)cc1NC(=O)COc1ccc(S(=O)(=O)N2CCOCC2)cc1C
-24	12	CC(=O)c1ccc(C(=O)N2CCCC(Nc3ccc(C(C)C)cc3)C2)s1 (centres undefined)
-28	32	O=[N+]([O-])c1ccc(Oc2ccc(F)cc2)c2ccncc12
-3	38*	O=[N+]([O-])c1ccc(-c2nnc(-c3ccccc3)c(NCCCO)n2)cc1
-1	25	COc1ccccc1NC(=O)COc1ccc(C(F)(F)F)cc1[N+](=O)[O-]
-21	50	OCC1CCCN(C(=S)Nc2ccc(Oc3ccccc3)cc2)C1 (centres undefined)
3	13	Cc1c(C(=O)Nc2ccc(C(=O)O)cc2)cnn1C
-3	7	CN(c1ccccc1)S(=O)(=O)c1cccc(C(=O)Nc2nn[nH]n2)c1
-13	10	O=C(COc1ccc(Cl)cc1)Nc1c(-c2cccs2)nc2ccccn12
-20	5	CCn1c(CNC(=O)COc2ccc(C(C)C)cc2)nnc1SCC(=O)NC1CCCCC1C (centres undefined)
-31	0	CCOP(=O)(OCC)/C(C#N)=C/c1ccc(-c2ccc(F)cc2F)o1
-14	22	CCN1CCN(CC(=O)N2N=C(c3cccs3)CC2c2ccc(OC)cc2)C(=O)C1=O (centres undefined)
-18	12	CS(=O)(=O)N(CC(=O)Nc1cc(Cl)ccc1Cl)c1ccccc1Cl
-1	47	CCN(CC)C(=O)c1ccc(/C=C/c2c[nH]c3ccccc23)[n+](C)c1
-21	22	O=C(CCn1c(=O)sc2ccccc21)Nc1nc2ccccc2s1
-17	2	CC(OC(=O)CNC(=O)c1ccc(F)cc1)C(=O)Nc1ccc(S(=O)(=O)N2CCOCC2)cc1 (centres undefined)
-43	30	Cc1ccc(Nc2nc(N)c([N+](=O)[O-])c(NCc3ccco3)n2)cc1
-7	12	COc1cc2c(cc1OC)C(C(=O)O)C(c1ccc(C)o1)N(C)C2=O (centres undefined)
-12	6	Cc1[nH]c(SCC(=O)Nc2cc(C(N)=O)cc(C(N)=O)c2)nc1Cc1ccccc1

# Structures above with a CF3 group:
OX1R antag-1	OX1R antag-2	SMILES
-10	9	FC(F)(F)c1ccccc1NC(=S)NN1CCOCC1
-8	12	O=C(COC(=O)Cc1c(Cl)cccc1Cl)Nc1ccc(OC(F)(F)F)cc1
-1	25	COc1ccccc1NC(=O)COc1ccc(C(F)(F)F)cc1[N+](=O)[O-]

# The list continues.
OX1R antag-1	OX1R antag-2	SMILES
-19	8	O=C(Nc1ccccc1)c1cccc(S(=O)(=O)NC2CCCC2)c1
-10	6	N#Cc1ccc(-c2ccc(F)cc2)nc1Sc1ccc(F)cc1
-9	15	NC(=O)CC(NC(=O)Cc1cccc2ccccc12)c1ccc(NCCc2ccc(F)cc2)c([N+](=O)[O-])c1 (centres undefined)
-25	17	O=C(Nc1nnc(C2CC2)s1)C1COc2ccccc2O1 (centres undefined)
-4	3	O=C(NCCc1ccccc1)c1ccnc(/C=N/O)c1
-11	3	CCn1cc(C(=O)NCc2ccccc2OC)c(=O)c2ccc(C)nc21
0	22	CCc1c(C)sc(NC(=O)c2cc(-c3cc(OC)ccc3OC)on2)c1C#N
-22	20	Nc1c(C(=O)NC2CC2)c2nc3ccccc3nc2n1-c1ccc2c(c1)OCO2
-12	6	S=c1[nH]nc(-c2ccco2)n1/N=C/c1ccc(Cl)c(Cl)c1
-18	26	Cn1c(=O)c([N+](=O)[O-])c(NCC(O)c2ccccc2)c2ccccc21 (centres undefined)
-10	9	Cc1cc(NC(=O)C(C)SCC(=O)Nc2ccc(Br)cc2Br)no1 (centres undefined)
-7	14	Cc1ccc(Nc2nc(N)nc(CN3CCN(C)CC3)n2)cc1
27	0	CCN(C[C@H]1N[C@@](Cc2ccccc2)(C(=O)OC)[C@H]2C(=O)N(C)C(=O)[C@@H]12)C(=O)Nc1ccc(F)cc1
-8	6	COc1ccc(NC(=S)NC2CCCCCC2)c(OC)c1
-4	0	CC(NC(=O)CNC(=O)c1ccccc1F)c1ccc(-n2ccnc2)cc1 (centres undefined)
34	43	O=C(Nc1ccccc1)Nc1ccc(S(=O)(=O)N2CCCCC2)cc1
-57	11	CNc1oc(-c2ccc(C)cc2)nc1P(=O)(c1ccccc1)c1ccccc1
-33	10	CC1CC(C)CN(C(=O)C(Cc2ccccc2)n2cccc2)C1 (centres undefined)
8	13	Nc1ccc(N2CCCCC2)c(Cl)c1
-15	12	CCc1ccc(NC(=O)CCn2cccc2)cc1

OX1R antag-1	OX1R antag-2	SMILES
-15	5	CC(=O)c1ccc(NC(=O)C2CCN(S(=O)(=O)c3ccc4c(c3)N(C(C)=O)CCO4)CC2)cc1
-2	17	CS(=O)(=O)c1ccc(C(=O)Nc2cc(S(C)(=O)=O)ccc2Cl)cc1
0	10	Nc1cnn(C2CCCO2)c(=O)n1 (centres undefined)
-12	10	O=C(Nc1nncs1)c1cc(-c2ccco2)nc2ccccc12
-22	4	CCOC(=O)c1c(CCl)nc2ccccc2c1-c1ccccc1
-17	6	C=C(C)C(=O)Nc1cccc(C2=NOC3(C2)C[C@H](C(N)=O)N(C(=O)C(c2ccccc2)c2ccccc2)C3)c1 (some centres undefined)
-30	21	O=C(COC(=O)c1ccccc1C(=O)c1ccccc1)NCCc1ccc(Cl)cc1Cl
-20	-10	CCCCc1ccc(NC(=S)N2CCCC(CO)C2)cc1 (centres undefined)
-15	22	O=C(CCSc1ccc(Br)cc1)c1ccc(O)cc1
-38	14	COc1cc(C)c(C)cc1S(=O)(=O)N1CCN(Cc2ccccc2)CC1
0	9	Cn1nnnc1SCc1cc(=O)n2ccsc2n1
-14	1	CCc1onc(C)c1C(=O)Nc1ccc(N2CCOCC2)cc1
-27	9	O=C1c2ccccc2NC(c2ccccc2)N1c1ccc(O)cc1 (centres undefined)
-10	4	NS(=O)(=O)c1ccc(NC(=O)CN2CCCCC2)cc1
-2	25	Cc1ccc2nc(/C(C#N)=C\c3ccc(N4CCOCC4)o3)[nH]c2c1
-22	6	CCN(CC(=O)Nc1ccc(OC)c(Cl)c1)CC(=O)NC(C)C
-14	21	NC(=O)c1sc2nc(-c3cccs3)ccc2c1N
-20	14	OC(CN1CCN(c2cccc(Cl)c2)CC1)C(c1ccccc1)c1ccccc1 (centres undefined)
-12	12	CN1CCN(S(=O)(=O)c2cccc(C(=O)Nc3nc(-c4ccccc4)cs3)c2)CC1
-9	17	NC(=O)C1CCN(C(=O)COc2ccc(S(=O)(=O)NCc3ccccc3)cc2Cl)CC1

OX1R antag-1	OX1R antag-2	SMILES
-24	31	Cc1ccc(F)c([C@H]2C3C=CCC(c4ccccc4)C3C(=O)N2Cc2ccccc2)c1 (some centres undefined)
-16	23	CCOc1ccc(C2c3c(oc4ccccc4c3=O)C(=O)N2c2ccc(C)cn2)cc1OC (centres undefined)
-34	28	Cc1ccc(NC(=O)c2sc(N)nc2-c2ccccc2)cc1C
14	11	O=C(COc1ccc(/C=N/NC(=O)c2ccncc2)cc1)Nc1ccc([N+](=O)[O-])cc1
-22	13	COc1ccc(CCNC(=O)Cn2nnc(-c3cccc(OC)c3OC)n2)cc1OC
54*	93*	CCN(CC)c1ccc(NC(=O)Cn2c(C(C)NC(=O)c3ccccc3)nc3ccccc32)cc1 (centres undefined)
-24	17	Cn1c(=O)n(C)c2cc(NC(=O)COc3ccc(F)cc3F)ccc21
-18	15	Cc1cc(C(=O)NCc2cccs2)n(-c2ccccc2)n1
-7	5	CC(=O)N1CCc2cc(S(=O)(=O)NC3CCCCC3)ccc21
-7	14	O=C(NC1(C(=O)NC2CCCCC2)CCCCC1)c1ccc2c(c1)OCO2

# Compounds from the list above containing fluorine (14):
OX1R antag-1	OX1R antag-2	SMILES
-10	9	FC(F)(F)c1ccccc1NC(=S)NN1CCOCC1
-14	10	CC(=O)NC1CC2CCCC(C1)N2S(=O)(=O)c1cccc(F)c1 (centres undefined)
-22	-3	O=C(CCn1c(SCC(=O)c2ccccc2)nc2ccccc2c1=O)NCc1ccc(F)cc1
-8	12	O=C(COC(=O)Cc1c(Cl)cccc1Cl)Nc1ccc(OC(F)(F)F)cc1
-28	32	O=[N+]([O-])c1ccc(Oc2ccc(F)cc2)c2ccncc12
-1	25	COc1ccccc1NC(=O)COc1ccc(C(F)(F)F)cc1[N+](=O)[O-]
-31	0	CCOP(=O)(OCC)/C(C#N)=C/c1ccc(-c2ccc(F)cc2F)o1
-17	2	CC(OC(=O)CNC(=O)c1ccc(F)cc1)C(=O)Nc1ccc(S(=O)(=O)N2CCOCC2)cc1 (centres undefined)
-10	6	N#Cc1ccc(-c2ccc(F)cc2)nc1Sc1ccc(F)cc1
-9	15	NC(=O)CC(NC(=O)Cc1cccc2ccccc12)c1ccc(NCCc2ccc(F)cc2)c([N+](=O)[O-])c1 (centres undefined)
27	0	CCN(C[C@H]1N[C@@](Cc2ccccc2)(C(=O)OC)[C@H]2C(=O)N(C)C(=O)[C@@H]12)C(=O)Nc1ccc(F)cc1
-4	0	CC(NC(=O)CNC(=O)c1ccccc1F)c1ccc(-n2ccnc2)cc1 (centres undefined)
-24	31	Cc1ccc(F)c([C@H]2C3C=CCC(c4ccccc4)C3C(=O)N2Cc2ccccc2)c1 (some centres undefined)
-24	17	Cn1c(=O)n(C)c2cc(NC(=O)COc3ccc(F)cc3F)ccc21

# Screening results from PubChem.
